Screening results: PubChem, several laboratories
GSK3 alpha inh – blockers of GSK3A enzyme activity – biochemical, luminescence, cell-free homogeneous, HTS, primary screen | hit rate 0.1% among 320,000 | AID 2650, 2010 | inhibition, % at 10 µM | GSK-3 alpha kinase, ADP-Glo luminescence, 60 min | Glycogen synthase kinase-3 alpha (Homo sapiens), P49840;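 in the data active = inhibition above about 50%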;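 also: GST-tagged GSK-3 alpha with peptide substrate and 25 µM ATP; 0% = DMSO neutral wells and 100% = GW8510 positive control wells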
Target sequence (P49840 whole entry, looked up): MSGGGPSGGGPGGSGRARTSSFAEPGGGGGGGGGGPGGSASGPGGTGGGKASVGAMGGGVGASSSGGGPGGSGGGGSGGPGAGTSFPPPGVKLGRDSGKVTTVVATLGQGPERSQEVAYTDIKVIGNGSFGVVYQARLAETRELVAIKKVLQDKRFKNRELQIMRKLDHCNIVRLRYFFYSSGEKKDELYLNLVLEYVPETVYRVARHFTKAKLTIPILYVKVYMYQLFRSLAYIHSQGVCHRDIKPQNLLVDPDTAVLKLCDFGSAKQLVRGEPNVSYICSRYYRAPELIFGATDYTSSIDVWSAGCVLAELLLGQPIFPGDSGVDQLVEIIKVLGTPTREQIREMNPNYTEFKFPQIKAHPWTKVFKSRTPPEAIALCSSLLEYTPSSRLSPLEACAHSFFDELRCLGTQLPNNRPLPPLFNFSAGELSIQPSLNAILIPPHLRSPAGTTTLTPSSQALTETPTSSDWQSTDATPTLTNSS
HSF1 inhib – HSF1 inhibitors in luciferase reporter cells, primary screen, cell-based, NIH3T3, luminescence. NIH3T3-HGL HSE-luciferase, MG132-induced, luminescence 8 h; hits give low values. activity change, negative = inhibition, % at 7.5 µM (by protocol). hit rate 0.77% among 300,000. AID 2098, 2009;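 active = more than half of replicate wells show activity change below -50%, luminescence cut by over half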;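 also: luciferase reports HSF-1 transcriptional activity via heat shock element; 0% = median of DMSO wells and -100% = zero luminescence signal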
HSF-1 act – HSF-1 activators, primary screen, NIH3T3-HGL cells, MG132 stress, luminescence, single point; hit rate 1.7% among 300,000; activation, % at 9 µM; AID 504408, 2011; NIH3T3-HGL HSF-1 luciferase reporter, 8 h; 100% = twice DMSO control signal;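 active = mean replicate activation of at least 50% with a set share of replicates each reaching 50%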;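 also: 0% = median of the neutral control wells and 100% = twice that signal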
IEC-6 tox – cytotoxicity in IEC-6 intestinal epithelial cells, primary screen, cytotoxicity control for KLF5 inhibitor project, cell-based, luminescence; hit rate 0.78% among 290,000; inhibition, % at 5 µM; IEC-6 cytotoxicity, luminescence viability; in the data active = inhibition above about 22%;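 also: 0% = plate median of test compound wells and 100% = cytotoxic reference compound wells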
HIF act – HIF pathway transcriptional activators, primary screen, cell-based, U2OS HRE-luciferase, luminescence | U2OS HRE-luciferase reporter; normalized: DMSO 0%, desferrioxamine 100% | activation, % at 7.5 µM (by protocol) | hit rate 0.32% among 300,000 | AID 1910, 2009;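 active = mean activation of at least 10% of the iron chelator positive control signal, with at least half of replicates also reaching 10%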
KLF5 inhibitor – KLF5 expression inhibitors, primary screen, DLD-1 cells, luminescence; hit rate 0.23% among 290,000; DLD-1 KLF5 promoter-luciferase reporter; AID 1700, 2009; inhibition, % at 5 µM;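 active = inhibition above a per-plate limit of that plate's mean compound inhibition plus 3 SD, cut at about 60% in these data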;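 also: 0% = DMSO wells and 100% = LY294002 at 200 µM; higher means less KLF5 promoter-driven luciferase light; inactives centre near -14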
AI-2 QS mod – Vibrio harveyi AI-2 quorum sensing modulators, primary screen, JMH597 strain, luminescence/OD600 ratio; activity change, % at 7.5 µM; Vibrio harveyi JMH597 AI-2 luminescence/OD600 ratio, 9 h; hits give low values; strain lacks LuxN and CqsS sensors; 0 = neutral-control median; hit rate 0.4% among 300,000; AID 2094, 2009; in the data active = activity change below about -75%, passing the limit was not always enough;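 also: luminescence divided by OD600 gain over 9 h not by final OD600 alone; inactives centre near 13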
GSK3B inh – human GSK3beta kinase inhibitors, primary screen, biochemical, cell-free homogeneous, HTS; Glycogen synthase kinase-3 beta (Homo sapiens), P49841; GST-GSK3beta kinase, ADP-Glo luminescence, 60 min; hits give low values; AID 2097, 2009; hit rate 0.038% among 300,000; activity score (negative = inhibition), % at 10 µM;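 active = more than half of replicate wells score below -50%, meaning over 50% inhibition versus plate controls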;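 also: 0% = median DMSO wells and -100% = median GW8510 positive control wells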
Target sequence (P49841 whole entry, looked up): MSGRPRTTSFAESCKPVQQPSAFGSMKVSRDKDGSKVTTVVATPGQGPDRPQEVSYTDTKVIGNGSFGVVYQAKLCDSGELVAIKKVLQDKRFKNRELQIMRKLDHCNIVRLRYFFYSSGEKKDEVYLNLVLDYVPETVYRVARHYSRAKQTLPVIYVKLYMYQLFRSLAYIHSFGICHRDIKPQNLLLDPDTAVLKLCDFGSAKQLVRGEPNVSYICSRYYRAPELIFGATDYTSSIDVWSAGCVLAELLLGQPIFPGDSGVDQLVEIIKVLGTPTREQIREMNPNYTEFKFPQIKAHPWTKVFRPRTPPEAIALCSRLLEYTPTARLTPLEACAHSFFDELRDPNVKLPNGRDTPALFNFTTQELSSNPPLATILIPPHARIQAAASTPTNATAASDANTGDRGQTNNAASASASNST
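Test system: GST-tagged human GSK3beta kinase, cell-free; evaluation: activity score scaled between in-plate DMSO and GW8510 controls; measured by: ADP-Glo luminescence; incubation: 60 min reaction, RT; benchmarks: DMSO and 20 µM GW8510; reagent: peptide substrate plus 25 µM ATP (final); medium: Tris/MgCl2 kinase buffer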
aSyn UTR inh – MLPCN primary screen, SNCA 5' untranslated region | alpha-synuclein 5'UTR reporter, inhibitor activity | inhibition, % (tested at 7.5 µM) | hit rate 0.82% among 300,000 | AID 1813, 2009; in the data active = inhibition above about 60%;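 also: H4 neuroglioblastoma cells stably carrying SNCA 5'UTR luciferase fusion; 0% = DMSO wells and 100% = positive control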
HSP90 inh – HSP90 inhibitors, primary screen, cell lysate, luminescence | Heat shock protein HSP 90 (rabbit reticulocyte lysate; luciferase refolding) | Rabbit reticulocyte lysate, luciferase refolding luminescence, 3 h | inhibition, % at 5.6 µM | hit rate 0.91% among 290,000;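 active = inhibition above the screen-wide mean plus 3 SD, computed separately per campaign, cut at about 16% in these data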;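 also: 0% = DMSO wells and 100% = 60 µM geldanamycin wells; inhibitors lower the luminescence because luciferase stays unfolded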
* = called active by the depositor; nt = no result given.

SMILES	GSK3 alpha inh	HSF1 inhib	HSF-1 act	IEC-6 tox	HIF act	KLF5 inhibitor	AI-2 QS mod	GSK3B inh	aSyn UTR inh	HSP90 inh
Cc1nnc(SCC(=O)Nc2nsc(-c3ccc(Cl)cc3)n2)s1	-1.9	-2.4	10.9	-0.7	1.7	-11.6	25.9	1.5	10.5	2.6
O=C(CSCc1ccco1)c1ccc(Cl)s1	-1.5	2.8	14.1	-0.6	2.7	-17.1	18.8	0.1	-115.6	3.7
CCC(C)NC(=O)c1c(C)cc(=O)oc1C (stereo unspecified)	-5.3	10.8	27.7	4.6	-0.1	-18.3	28.9	-0.3	-5.9	4.5
C=CCn1c(C)cc(C(=O)COC(=O)CNC(=O)c2ccccc2)c1C	-1.8	-81.6*	-84.5	6.0	-1.4	-4.7	21.0	1.5	-31.3	17.4*
CC1Cc2cc(/C=C3/SC(=S)N(C)C3=O)ccc2O1 (stereo unspecified)	-1.4	-0.8	-5.1	-3.1	2.9	-112.3	27.8	-4.6	-86.0	-0.2
O=C(O)C1CCCCC1C(=O)Nc1ccc2c(c1)OCO2 (stereo unspecified)	-1.7	-6.7	-1.2	3.1	4.3	-11.5	20.0	4.3	-53.3	-1.0
O=C(O)C1C2CC2CN1C(=O)c1ccc(Cl)cc1 (stereo unspecified)	-4.7	0.6	1.3	-8.6	0.1	-36.7	12.1	5.5	8.9	-2.1
COc1ccccc1C(=O)NCCC(=O)NCCC12CC3CC(CC(C3)C1)C2	-3.6	3.6	-11.4	5.5	0.5	-6.0	27.3	4.3	-21.6	-4.4
COc1cc(NC(=O)c2ccc(Cl)cc2)c2ncccc2c1	-1.9	-2.3	12.8	0.2	0.4	-18.6	9.0	-0.4	3.9	6.3
CCOc1ccc(S(=O)(=O)N2CCC(C(=O)OC(C)C(=O)N(C)C3CCCCC3)CC2)cc1 (stereo unspecified)	-1.7	3.3	3.9	5.2	-0.2	-5.5	15.2	-4.5	6.5	-1.9
CCc1nnc(NC(=O)C2CCCN2S(=O)(=O)c2ccccc2)s1 (stereo unspecified)	0.6	-0.7	-2.5	6.6	-0.3	11.5	13.3	-3.0	15.2	1.2
Cc1nc(N2CCN(c3ccccc3F)CC2)[nH]c(=O)c1C	-1.5	1.1	1.8	2.7	-3.3	-44.0	28.7	1.5	-14.7	-0.3
CCOC(=O)c1ccc(NC(=S)N(Cc2cccnc2)Cc2ccco2)cc1	2.7	-13.8	-16.9	-2.3	-0.4	-1.7	-8.8	-1.8	17.7	-1.5
CCN=C1SC(CC(=O)NCCc2ccc(OC)cc2)C(=O)N1CC (stereo unspecified)	-1.3	-2.3	3.3	-2.4	-0.6	-24.8	21.1	2.2	18.0	0.3
O=C(Nc1cccc(C(=O)Nc2cccc(Br)c2)c1)c1ccccc1	0.7	10.0	7.5	1.2	0.9	-15.7	8.8	-13.6	-42.5	0.7
CC(C)OP(=O)(c1ccc(N(C)C)cc1)C(O)c1ccncc1 (stereo unspecified)	-3.8	-8.5	28.0	-1.1	-0.7	4.1	0.9	-3.4	-19.1	1.2
Nc1c2c3c(sc2nc(=O)n1N)CCCC3	9.0	-2.6	8.4	-4.5	-0.2	-6.5	18.2	-6.2	5.6	2.0
CC(C)(C)NC(=O)c1cc(-c2ccc3c(c2)OCO3)nc2ccccc12	2.5	4.0	6.0	3.1	0.2	-31.1	11.8	3.1	23.5	3.1
c1ccc2c(c1)CCCN2Cc1nnnn1C1CCCC1	-0.8	-2.8	-1.0	7.9	0.5	-19.1	11.7	2.5	11.9	7.0
CCOc1nc(N2CCOCC2)nc(C)c1[N+](=O)[O-]	-0.5	-8.0	-2.7	-6.2	-0.4	-5.7	24.7	2.7	7.3	-1.8
Cc1ccc(C(=O)NCC(=O)OCC(=O)N2CCCc3ccccc32)cc1	-0.8	-3.6	-0.9	0.8	-0.3	-14.9	-5.8	-5.1	-8.1	5.1
Cc1ccc(C(=O)NNc2ncnc3c2cnn3C)cc1	-0.8	-8.0	-0.7	-4.6	0.3	-26.9	21.7	0.4	-16.3	2.2
Cc1cc(C)c(NC(=O)CSc2nc3[nH]ncc3c(=O)[nH]2)c(C)c1	6.2	14.8	37.1	6.0	-0.3	1.4	11.7	2.0	-31.0	-0.6
C=CCN1C(=O)c2ccc(C(=O)N(CCC)CC(=O)Nc3ccccc3C)cc2C1=O	0.4	-1.2	2.1	nt	-19.7	nt	43.7	-0.3	15.6	nt
Cc1ccc2nc3c(cc(C(N)=S)c(=N)n3CCCOC(C)C)c(=O)n2c1	3.0	0.8	18.7	-1.4	0.4	4.2	24.3	-1.4	-64.2	-2.6
CCCCn1c(SCC(=O)OCC)nnc1-c1ccoc1C	0.6	-5.6	-1.5	-6.2	-0.6	-9.4	9.8	-0.5	-2.4	0.9
O=C(Nc1nc(COc2ccccc2)cs1)c1ccccc1F	-2.5	8.0	9.8	-3.8	1.2	1.3	12.9	1.6	-15.5	-2.1
O=C(c1cc(C2CC2)on1)N1CCOCC1	-0.5	2.2	19.2	nt	-0.2	nt	15.9	4.3	17.7	nt
CCc1ccc(C(C(=O)NC2CCCCC2)N(C(=O)c2ccccn2)c2cccnc2)cc1 (stereo unspecified)	0.6	3.3	-7.6	-8.5	0.1	-14.3	33.5	-0.6	30.7	-1.2
COc1cccc(CN(C)C(=O)c2csc3c2CCCC3)c1OC	3.9	-0.7	11.2	-3.9	-0.2	2.8	8.1	0.9	21.6	5.2
Cc1ccc(N(CC(=O)NCc2ccncc2)S(C)(=O)=O)cc1	0.6	0.8	-4.4	-0.4	0.4	3.2	10.5	-1.2	14.2	-1.6
COc1c(C)cc(C(=O)C2CCCN(C(=O)c3cc(C)nc(C)n3)C2)cc1C (stereo unspecified)	0.1	-8.9	3.2	0.9	-0.1	-24.7	0.4	-2.7	11.2	-5.8
CCC(=O)Nc1cccc(C2=NOC3(C2)C[C@@H](C(N)=O)N(C(=O)C(c2ccccc2)c2ccccc2)C3)c1 (stereo partly specified)	-5.9	-24.8	-42.4	nt	-1.6	nt	12.9	1.9	14.3	nt
CC(C)Cc1nnc(NC(=O)CCC(=O)Nc2ccc(F)cc2)s1	1.9	-4.7	-5.6	-2.3	-0.1	-20.5	16.2	-1.1	-5.3	-0.6
Cc1cccc(C(=O)NNS(=O)(=O)c2ccccc2)c1O	0.6	-3.9	-12.2	-3.8	-0.5	16.2	15.7	-0.9	19.8	-4.0
CC(C)(C)c1ccc(C(=O)Nc2ccc(C(=O)N3CCCC3)cc2)cc1	-1.7	-19.0	-8.8	1.7	0.2	-18.4	6.9	2.7	-1.0	5.2
O=C1CCCCC1C(Nc1ccc(Br)cc1)c1ccccc1 (stereo unspecified)	-6.5	-7.6	-2.2	-1.8	0.0	-24.9	26.3	0.2	4.0	3.6
O=C(CSc1nc2ccccc2c(=O)n1Cc1ccco1)Nc1cccc(O)c1	-1.0	8.8	24.7	0.7	0.7	-28.5	14.1	3.3	-9.3	1.7
CCCc1cc(=O)[nH]c(SCC(=O)N2C(C)CCCC2C)n1 (stereo unspecified)	-0.4	1.3	7.9	-1.0	-0.4	-4.2	17.8	1.0	10.4	-1.9
COC(=O)CCSCC(=O)Nc1nnc(C)s1	-2.6	-2.6	-18.5	1.3	-0.2	-2.5	10.7	4.4	3.5	0.3
Cc1cc2c(n1-c1ccc(C(N)=O)cc1)CC(C)(C)CC2=O	-0.4	-1.0	-6.8	2.4	-0.4	-21.9	19.1	-3.1	-8.9	6.5
COC(=O)c1nc(N)sc1-c1ccc(OC)cc1	2.2	0.0	10.6	1.1	-33.0	-17.6	15.6	-0.1	-18.1	1.6
O=C(O)CN1CCN(C(c2ccccc2)c2ccccc2)CC1	0.0	-5.3	-26.6	-7.1	-2.0	-25.6	10.5	-4.1	13.2	-1.6
C=CCOc1ccc(/C=N/NC(=O)C(=O)N2CCCCCC2)cc1OC	-0.8	6.1	-1.1	-1.6	-0.1	-28.5	1.6	0.8	3.8	-3.7
CCCc1ccc(OCCNC(=O)CC)cc1	1.8	-7.5	-0.1	3.0	0.5	-26.1	17.3	3.6	-8.2	-5.6
Cc1cccc(-c2nnc(SCC(=O)NCc3ccc4c(c3)OCO4)n2C)c1	-3.1	3.7	30.4	0.7	-0.2	5.9	2.2	-0.7	17.5	1.2
COCC(=O)NC1CCN(CC(=O)Nc2ccc(OC)cc2[N+](=O)[O-])CC1	-2.6	2.0	5.9	-4.3	-0.2	-7.7	-6.8	1.2	-8.6	-4.5
COCCCNC(=O)CCCC(=O)NCCCOC	-2.1	-0.4	12.8	0.0	1.7	-39.0	16.2	-1.7	7.4	-0.9
CCCCCC1CC(CC(=O)Nc2ccc([N+](=O)[O-])cc2)OC1=O (stereo unspecified)	-2.8	11.9	42.2	12.8	-0.2	2.4	-45.6	-1.3	-5.7	-1.2
CC(N=Cc1ccccc1O)c1ccccc1 (stereo unspecified)	0.0	-15.2	-19.8	-2.2	-0.1	-12.5	11.6	-3.1	8.6	7.1
Nn1c(SCC(=O)Nc2nccs2)nnc1-c1ccccn1	-0.4	11.0	27.5	nt	0.4	nt	7.5	-3.2	-3.0	nt
O=c1c(Cc2ccc(F)cc2)c(O)ccn1CCCN1CCOCC1	-1.1	-4.0	0.7	-3.2	-0.4	-8.6	30.7	3.3	0.3	-1.7
Cc1nc(N2CCOCC2)nc(N2CCCCC2)c1[N+](=O)[O-]	3.7	-4.5	-7.8	3.8	-0.1	-22.7	-7.1	-1.9	10.4	1.9
CCc1c(C(=O)Nc2ccc(S(=O)(=O)N3CCOCC3)cc2)csc1C	-1.9	-6.0	-6.8	2.3	-0.3	9.2	22.4	0.0	-21.7	1.2

Among those listed so far, these have a tert-butyl group:
SMILES	GSK3 alpha inh	HSF1 inhib	HSF-1 act	IEC-6 tox	HIF act	KLF5 inhibitor	AI-2 QS mod	GSK3B inh	aSyn UTR inh	HSP90 inh
CC(C)(C)NC(=O)c1cc(-c2ccc3c(c2)OCO3)nc2ccccc12	2.5	4.0	6.0	3.1	0.2	-31.1	11.8	3.1	23.5	3.1
CC(C)(C)c1ccc(C(=O)Nc2ccc(C(=O)N3CCCC3)cc2)cc1	-1.7	-19.0	-8.8	1.7	0.2	-18.4	6.9	2.7	-1.0	5.2
